# zVAD death inh = L929 zVAD cell death inhibition. L929 zVAD necroptosis rescue, ATP luminescence, 24 h; with zVAD 60 µM. viability rescue, % at 10 µM. 220,000 compounds, 0.38% hits;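 active = activation, scaled between plate controls, above about 75%, limit read from the data; inactive = activation under that limit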;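 also: 0% = zVAD with DMSO and 100% = DMSO alone without zVAD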
# PERK inhibitor = inhibitors of human PERK kinase. Q9NZJ5. CHO PERK-DD fusion, SEAP luminescence translation reporter. inhibition, % at 5.6 µM. 220,000 compounds, 0.17% hits;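 active = inhibition above the mean inhibition of all tested compounds plus 3 SD, set separately per screening campaign, cut at about 2.9% in these data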;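 also: PERK kinase domain activated by AP20187 dimerizer at 100 nM; 0% = DMSO with dimerizer and 100% = rapamycin at 8.4 µM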
# RBBP9 inhibitor = inhibitors of human serine hydrolase RBBP9. recombinant RBBP9, FP-Rh probe fluorescence polarization. O75884. 220,000 compounds, 0.2% hits. inhibition, % at 7.94 µM;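 active = inhibition above the campaign mean of all tested compounds plus 3 SD, cut at about 14% in these data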;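 also: plate controls were DMSO wells with RBBP9 for no effect and wells lacking RBBP9 protein for full effect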
# Target sequence (O75884 whole entry, looked up): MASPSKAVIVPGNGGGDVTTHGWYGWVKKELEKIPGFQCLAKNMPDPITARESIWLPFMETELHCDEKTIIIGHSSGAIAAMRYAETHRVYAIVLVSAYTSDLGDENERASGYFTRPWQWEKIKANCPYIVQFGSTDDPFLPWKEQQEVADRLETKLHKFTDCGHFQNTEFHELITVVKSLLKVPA
#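 Test system – recombinant human RBBP9 · Input – RBBP9 2.5 µM in dispensing solution, pre-mixing · Medium – Tris buffer pH 8.0, NaCl, Pluronic · Schedule – preincubation 30 min plus labeling 45 min at 25 °C · Measured by – fluorescence polarization · Measure – % inhibition · Controls – DMSO and no-protein wells · Replicates – one well per compound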
# EP2 antag = blocks the human prostaglandin E2 receptor EP2. P43116. C6 glioma cells expressing human EP2, cAMP TR-FRET; cells stimulated with saturating PGE2. inhibition, % at 25 µM. 260,000 compounds, 0.52% hits;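 active = percent inhibition above 40 after rounding to a whole number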;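 also: rat C6 glioma host cells with rolipram phosphodiesterase inhibitor present; the protocol text gives 20 µM as final concentration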
# Hck Nef HTS = human Hck-Nef kinase inhibition; Recombinant Hck-YEEI plus Nef, Z-Lyte FRET kinase assay; inhibition, % at 20 µM; 220,000 compounds, 0.68% hits;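 active = Hck-Nef kinase inhibition above about 50%, limit read from the data; inactive = inhibition below that limit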;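 also: 0% = DMSO with Hck plus Nef and 100% = Hck alone without Nef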
# Runt-CBFb FRET = Runt domain-CBFb interaction inhibition; inhibition, % at 20 µM; Q01196+Q13951; AID 1496; 220,000 compounds, 0.46% hits; Cerulean-Runt/Venus-CBFb FRET ratio 530/480, 1 h;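 active = inhibition over about 50% at 20 µM in the single-dose screen, limit read from the data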;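 also: 0% = DMSO wells and 100% = excess unlabeled CBFb competitor control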
# Target sequence (Q01196 whole entry, looked up, the tested form may be a part): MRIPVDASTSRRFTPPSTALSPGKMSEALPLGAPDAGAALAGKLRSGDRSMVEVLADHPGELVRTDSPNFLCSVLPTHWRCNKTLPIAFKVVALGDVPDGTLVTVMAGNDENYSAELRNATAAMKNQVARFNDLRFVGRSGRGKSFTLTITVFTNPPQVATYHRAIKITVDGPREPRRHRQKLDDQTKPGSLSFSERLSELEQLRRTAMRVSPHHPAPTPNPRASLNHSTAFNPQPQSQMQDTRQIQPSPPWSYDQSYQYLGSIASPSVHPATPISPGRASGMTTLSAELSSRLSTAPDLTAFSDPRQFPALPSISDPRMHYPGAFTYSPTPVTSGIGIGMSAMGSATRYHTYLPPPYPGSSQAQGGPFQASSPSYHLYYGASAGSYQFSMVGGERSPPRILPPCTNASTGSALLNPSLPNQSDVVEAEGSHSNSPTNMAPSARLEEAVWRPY
# Target sequence (Q13951 whole entry, looked up, the tested form may be a part): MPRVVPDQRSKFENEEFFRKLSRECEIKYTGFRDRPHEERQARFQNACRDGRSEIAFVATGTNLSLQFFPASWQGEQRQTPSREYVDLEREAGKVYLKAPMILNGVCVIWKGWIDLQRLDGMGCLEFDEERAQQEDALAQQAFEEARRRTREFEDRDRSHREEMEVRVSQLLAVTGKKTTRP
#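 Doses: 20 µM compound in 1% DMSO | Material: Cerulean-labeled Runt domain protein | Amount: Each fluorescent fusion protein 100 nM | Schedule: Two 1 h room-temperature incubations shielded from light | Measured by: FRET fluorescence | Evaluation: Loss of energy transfer signal | Controls: Unlabeled CBFb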
# EP2 modulator = modulators of human EP2 prostaglandin E2 receptor; AID 940; EP2-expressing cells, cAMP HTRF FRET, PGE2 co-stimulation; 260,000 compounds, 0.83% hits; P43116; induction, % at 25 µM;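 active = compounds whose cAMP rise, as percent of the full-agonist control response, exceeds 60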;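 also: rat C6 glioma line stably carrying human EP2 under a CMV promoter; the protocol text gives 20 µM as final concentration; 100% = response of wells given 1 µM PGE2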
# TNF death inh = TNF-alpha cell death inhibition in Jurkat FADD-/- cells; Jurkat FADD-/- TNF necroptosis rescue, ATP luminescence, 24 h; 0 = TNF only, 100 = no-TNF cells; AID 463075; 220,000 compounds, 0.068% hits; activation (protection from cell death), % at 10 µM;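 active = activation, meaning protection from cell death, of at least 50% relative to plate controls; inactive = activation below 50%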;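 also: necroptosis triggered by 40 ng/mL TNF-alpha added together with compound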
# Runt-SMMHC FRET = blocks binding of human RUNX1 Runt domain to CBFb-SMMHC; inhibition, % at 20 µM; 220,000 compounds, 0.74% hits; Q01196+Q13951; Cerulean-Runt/Venus-CBFb-SMMHC FRET ratio 530/480, 1 h;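 active = mean inhibition across duplicate retests at 20 µM reaching about 50%, limit read from the data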;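 also: 0% = DMSO wells and 100% = wells with excess untagged CBFb-SMMHC; inhibitors lower the FRET ratio by blocking Runt binding to CBFb-SMMHC; some results filed as inactive read as strong as hits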
# * marks the source's active call; other numbers are inactive results; . = no result given; & = joins results of further samples. This is a subset (hit frequency here may not be typical).
SMILES,zVAD death inh,PERK inhibitor,RBBP9 inhibitor,EP2 antag,Hck Nef HTS,Runt-CBFb FRET,EP2 modulator,TNF death inh,Runt-SMMHC FRET
OCCNc1nc(-c2cccnc2)nc2ccccc12,0.6,-0.2,5,11,9,2,1,1.4,4
CC(Sc1nnc(C(F)(F)F)n1C)C(=O)NC(N)=O (stereo unspecified),0.2,0.5,-4,27,0,-1,6,-1.3,-1
C=CCSc1n[nH]c(=O)n1-c1cccc(C(F)(F)F)c1,0.2,1.8,-8,7,8,1,3,-0.8,1
COc1cccc(NC(=O)NC2(C(F)(F)F)Oc3ccccc3O2)c1,4.4,-0.1,1,9,1,4,15,-1.5,-1
O=C(CN1C(=O)COc2ccccc21)NCc1ccc(C(=O)O)cc1,0.3,-0.2,1,6,-1,-1,-1,0.0,-8
Cc1c(C(=O)N2CCN(CCc3ccccc3)CC2)oc2ccccc12,0.4,0.4,-7,8,-4,-1,-41,1.9,0
O=C(Nc1nc2ccc(S(=O)(=O)N3CCCC3)cc2s1)c1ccccn1,1.0,-1.0,-12,6,57*,-1,-10,1.5,3
COc1cccc(NC(=O)COc2ccc3c(c2)CCC3)c1,-0.4,0.1,-13,10,17,-2,-36,0.6,0
Cn1c(=O)c(C(=O)CN2CCN(Cc3ccc4c(c3)OCO4)CC2)c(N)n(Cc2ccccc2)c1=O,-1.1,-0.2,-1,14,9,0,-21,-1.9,0
O=C(Nc1cccc2ccccc12)N1CCN(c2ncccn2)CC1,0.3,0.3,-4,6,-7,4,19,0.2,-9
CCOC(=O)Nc1cc(C(=O)OC)cc(C(=O)OC)c1,0.7,0.3,3,13,2,0,3,-0.4,0
COc1ccc(CSc2nnnn2C)cc1F,0.5,-0.2,-9,17,3,-4,2,23,-7
Cc1cc(CNC(=O)COc2cc(F)ccc2[N+](=O)[O-])c2ccccc2n1,0.3,0.2,-4,5,19,-1,-58,-0.3,-1
CCCCNC(=O)C1CCC(CNc2c(N3CCC(C)CC3)c(=O)c2=O)CC1 (stereo unspecified),0.1,1.7,-6,5,18,0,20,1.8,1
Fc1ccc(-c2ccnc(=S)[nH]2)cc1,1.9,-0.2,-4,6,-2,52*,22,-4.6,34
O=C1Nc2ccc(NS(=O)(=O)c3cccs3)c3cccc1c23,-0.3,0.5,-8,.,2,-2,1,-2.6,-6
CC(C)C1Oc2cc3oc(=O)ccc3cc2C1=O (stereo unspecified),-0.7,-1.0,0,8,10,2,-12,0.6,5
Cn1c(SCC(=O)NCC2CCCO2)nnc1-c1c[nH]c2ccccc12 (stereo unspecified),2.8,0.6,6,9,15,1,-5,1.4,1
CC(C)(C)c1cc(NC(=O)c2ccc(OC3CCCC3)cc2)no1,1.2,0.8,0,3,0,-1,-3,1.3,-1
O=C(Nc1ccc(O)c(-c2nc3ccccc3o2)c1)C1(c2ccc(Br)cc2)CCCC1,0.8,0.5,-2,7,16,0,29,-0.4,2
CC1=C(C(=O)OCc2ccccc2)C(/C=C/c2ccccc2)NC(=S)N1 (stereo unspecified),1.1,0.1,1,3,0,3,44,-8.2,0
Cc1ccccc1NS(=O)(=O)c1cc(C(=O)N2CCc3ccccc3C2)ccc1C,0.0,-0.7,-1,.,2,-1,-5,-3.9,-3
O=C(Nc1nccs1)c1ccc2nccnc2c1,34,-0.7,0,6&6,6,1,-1&-46,3.9,2
O=C1CC(c2ccccc2)C(=O)N1c1cccc(O)c1 (stereo unspecified),.,0.0,3,9,-10,2,8,52*,-1
CCOC(=O)C1=C(O)C(=O)NC(c2ccccc2)=C(OCC)C1,2.0,2.0,-4,10,4,-2,-1,1.0,-23
Cc1ccc(CCN2CC(C(=O)NCCCOC(C)C)CC2=O)cc1 (stereo unspecified),-1.2,-0.2,-8,5,0,1,12,-1.5,-1
CC1CCN(c2ncnc3c2cnn3-c2ccccc2)CC1,2.5,0.6,-6,8,8,2,-9,2.2,-3
Cc1ccc(CC2C(=O)N(CC(=O)O)C(=O)C2C)cc1 (stereo unspecified),0.4,0.8,-5,7,2,1,22,2.9,-3
Cc1ccc([N+](=O)[O-])cc1NC(=O)c1ccoc1C,0.4,1.1,-5,7,3,-2,7,0.8,-5
O=S(=O)(c1ccc(Cl)c(C(F)(F)F)c1)N1CCN(c2ccccn2)CC1,1.0,-0.2,-9,8,22,0,6,0.0,-2
Cc1ccccc1C1NC(=S)NC2=C1C(=O)CC(C)(C)C2 (stereo unspecified),0.4,0.2,5,6,1,0,14,-5.3,2
CN(c1ccc(OCC(=O)NC2CCCC2)cc1)S(=O)(=O)c1cccs1,-0.7,-1.1,-8,14,2,3,-5,-1.6,2
Cc1cccc(C)c1NC(=O)N1CCCC1C(=O)Nc1ccc(-n2cnnn2)cc1 (stereo unspecified),-0.2,1.1,-6,24&6,17,1,3&-8,-0.1,3
COC(=O)Cc1ccc(N(Cc2ccccc2F)S(=O)(=O)c2ccc(Br)cc2)cc1,.,-0.3,3,4,-5,-1,45,1.3,-4
COc1ccc(CN(CC2CCC(C(=O)O)CC2)C(=S)Nc2ccc(C)c(Cl)c2)cc1 (stereo unspecified),0.2,-0.6,-11,4,26,-3,-10,1.5,-2
O=C(NCc1ccccc1Cl)c1cccc(NC(=O)c2ccccc2)c1,2.2,-0.5,-8,7,3,-2,-9,4.6,0
CC(C)OCC1Cn2c(nc3c2c(=O)n(C)c(=O)n3C)O1 (stereo unspecified),1.5,0.6,-6,1,22,-1,-18,1.8,0
Cn1c(=O)n(C)c2cc(NC(=O)C(F)(F)F)ccc21,1.2,0.1,-8,10,15,-6,13,-1.6,-14
CC1=NN(C(=O)CCc2ccccc2)C(O)(c2ccncc2)C1 (stereo unspecified),1.2,0.8,-4,3,19,1,-2,0.4,-2
COC(=O)[C@@]1(Cc2ccc(OC)cc2)[C@H]2c3cc(C(=O)N4CCCC4)n(Cc4ccc(OC)c(OC)c4)c3C[C@H]2CN1C(=O)c1ccccc1,-0.6,-0.9,-5,14,1,-6,16,1.1,0
Cc1nn(Cc2n[nH]c(=S)n2Cc2ccccc2)c(C)c1Cl,-0.3,0.2,-7,6,-1,0,9,-1.6,5
O=C1C(c2ccc(F)cc2)N(CC2COc3ccccc3O2)C(=O)CN1C1CCCCC1 (stereo unspecified),0.1,0.3,-1,9,1,-1,21,0.6,-6
Cn1cc(Cl)c(C(=O)NNC(=S)NC2CCCCC2)n1,0.8,1.0,-7,10,4,1,28,0.8,0
CC1CCN(S(=O)(=O)c2ccc3[nH]c(=O)cc(C(=O)O)c3c2)CC1,0.9,1.9,-1,9,0,2,-3,-0.9,2
CCc1cccc(NC(=O)Cn2cc3c(n2)CCCC3)c1,0.7,-0.3,-4,7,18,.,-40,-0.1,2
CCC(=O)N1CC23C=CC(CC2CC12CCCCC2)O3 (stereo unspecified),0.8,0.3,-9,11,-6,1,38,-0.4,2
CCc1ccc2oc(-c3cc(N=Cc4cccc(OC)c4O)ccc3O)nc2c1,10,-0.6,1,12,2,-20,29,-6.5,-25
Cc1ccc(CNC(=O)c2sc3nc4c(c(C(F)(F)F)c3c2N)CCC4)cc1,2.7,-0.3,-6,11,-4,-24,6,0.5,-126
O=C(NCCc1ccccc1)C1CCN(c2nc3ccccc3o2)CC1,0.7,0.3,3,7,1,-3,-39,0.5,0
CCOc1ccc(-c2nc3n(c(=O)c2C#N)CCS3)cc1,10,0.4,-8,8,19,2,-11,-0.1,-2

# A draw from above in order of heavy-atom count, smallest number first.
SMILES,zVAD death inh,PERK inhibitor,RBBP9 inhibitor,EP2 antag,Hck Nef HTS,Runt-CBFb FRET,EP2 modulator,TNF death inh,Runt-SMMHC FRET
Cn1c(=O)n(C)c2cc(NC(=O)C(F)(F)F)ccc21,1.2,0.1,-8,10,15,-6,13,-1.6,-14
CCC(=O)N1CC23C=CC(CC2CC12CCCCC2)O3 (stereo unspecified),0.8,0.3,-9,11,-6,1,38,-0.4,2
CCOc1ccc(-c2nc3n(c(=O)c2C#N)CCS3)cc1,10,0.4,-8,8,19,2,-11,-0.1,-2
Cc1nn(Cc2n[nH]c(=S)n2Cc2ccccc2)c(C)c1Cl,-0.3,0.2,-7,6,-1,0,9,-1.6,5
CC1=NN(C(=O)CCc2ccccc2)C(O)(c2ccncc2)C1 (stereo unspecified),1.2,0.8,-4,3,19,1,-2,0.4,-2
CC1CCN(S(=O)(=O)c2ccc3[nH]c(=O)cc(C(=O)O)c3c2)CC1,0.9,1.9,-1,9,0,2,-3,-0.9,2
O=C(NCc1ccccc1Cl)c1cccc(NC(=O)c2ccccc2)c1,2.2,-0.5,-8,7,3,-2,-9,4.6,0
Cc1ccc(CNC(=O)c2sc3nc4c(c(C(F)(F)F)c3c2N)CCC4)cc1,2.7,-0.3,-6,11,-4,-24,6,0.5,-126
CCc1ccc2oc(-c3cc(N=Cc4cccc(OC)c4O)ccc3O)nc2c1,10,-0.6,1,12,2,-20,29,-6.5,-25
O=C1C(c2ccc(F)cc2)N(CC2COc3ccccc3O2)C(=O)CN1C1CCCCC1 (stereo unspecified),0.1,0.3,-1,9,1,-1,21,0.6,-6
COC(=O)[C@@]1(Cc2ccc(OC)cc2)[C@H]2c3cc(C(=O)N4CCCC4)n(Cc4ccc(OC)c(OC)c4)c3C[C@H]2CN1C(=O)c1ccccc1,-0.6,-0.9,-5,14,1,-6,16,1.1,0

# New compounds follow.
SMILES,zVAD death inh,PERK inhibitor,RBBP9 inhibitor,EP2 antag,Hck Nef HTS,Runt-CBFb FRET,EP2 modulator,TNF death inh,Runt-SMMHC FRET
CCOC(=O)C1=NN(c2cccc(C)c2)C2(S1)SC(C(C)=O)=C(C)N2c1ccccc1 (stereo unspecified),-0.1,-1.6,0,2,0,2,78*,0.1,7
Cc1ccccc1-c1nc2cc(Cl)ccc2o1,-0.1,0.4,-7,4,-2,-1,11,-1.0,-2
O=C(O/N=C/c1cccc([N+](=O)[O-])c1)C1CC1,-0.1,1.7,2,2,0,-1,32,-3.5,0
COc1cccc(/C=C2\SC(=S)N(C(C(=O)O)c3ccccc3)C2=O)c1OC (stereo unspecified),-0.9,0.5,-12,16,20,3,-12,-0.5,-6
